High-throughput results as filed in PubChem.
DENV2 CPE rescue: DENV2-induced cell death inhibition; DENV2-infected cells, cytopathic effect rescue, plate reader; CPE inhibition, % at 9.99 µM; 350,000 tested, 1.7% active; AID 651640; in the data active = CPE inhibition above about 20%, passing the limit was not always enough; inconclusive = no clear call, values can overlap the other calls; tested in BHK-21 cells;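 also: 0% = median of neutral control wells and 100% = median of positive control wells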
ERp5 block: ERp5 (human) disulfide isomerase inhibition; 350,000 tested, 0.05% active; ERp5 insulin aggregation, absorbance 650 nm, 90 min; AID 651711; Q15084; inhibition, % at 9.99 µM;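 active = mean replicate inhibition above about 25%, with every replicate also reaching it, limit read from the data, passing the limit was not always enough; inconclusive = only one of those two criteria met; inactive = neither criterion met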
Target sequence (Q15084 whole entry, looked up): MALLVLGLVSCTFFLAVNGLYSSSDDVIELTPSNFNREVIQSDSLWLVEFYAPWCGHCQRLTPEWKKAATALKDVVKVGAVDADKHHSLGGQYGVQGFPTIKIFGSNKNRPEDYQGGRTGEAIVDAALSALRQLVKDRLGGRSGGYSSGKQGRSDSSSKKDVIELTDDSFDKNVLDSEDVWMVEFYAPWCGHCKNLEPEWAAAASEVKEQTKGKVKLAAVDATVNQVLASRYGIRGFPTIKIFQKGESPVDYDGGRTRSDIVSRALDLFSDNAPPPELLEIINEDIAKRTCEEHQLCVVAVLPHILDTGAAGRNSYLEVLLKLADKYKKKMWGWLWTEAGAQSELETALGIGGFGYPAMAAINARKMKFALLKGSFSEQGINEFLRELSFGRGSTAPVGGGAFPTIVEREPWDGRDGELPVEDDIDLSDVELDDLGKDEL
SIRT5 inh: sirtuin-5 (human) deacylase inhibition. Q9NXA8. Purified SirT5, succinyl-peptide AMC, trypsin-coupled fluorescence. inhibition, % at 15 µM. 330,000 tested, 1.1% active; in the data active = inhibition above about 15%; inconclusive = no clear call, values can overlap the other calls
Target sequence (Q9NXA8 whole entry, looked up): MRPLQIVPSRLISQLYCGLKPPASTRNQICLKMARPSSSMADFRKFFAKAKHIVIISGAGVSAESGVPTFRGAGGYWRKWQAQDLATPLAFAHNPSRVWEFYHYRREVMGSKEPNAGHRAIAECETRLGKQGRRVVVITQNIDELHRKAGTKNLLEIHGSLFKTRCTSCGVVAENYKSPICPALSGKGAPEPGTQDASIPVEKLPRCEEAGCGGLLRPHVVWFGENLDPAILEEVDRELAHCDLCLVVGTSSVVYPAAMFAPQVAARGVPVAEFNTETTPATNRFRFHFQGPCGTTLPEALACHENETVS
ERAP1 HTS inh: blocks human ERAP1 aminopeptidase activity; Q9NZ08; recombinant ERAP1, Leu-AMC fluorescence, 60 min; inhibition, % at 10.7 µM; 340,000 tested, 0.15% active; AID 652197;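 active = mean replicate inhibition of at least 30%, or all replicates individually reaching that 30% level; inactive = mean below 30% and not every replicate reaching it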;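 also: 0% = neutral control wells and 100% = L-leucinethiol positive control wells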
CFTR F508del cor: correctors of CFTR F508del function in bronchial epithelial cells; CFBE cells, YFP halide quenching; stimulated with forskolin plus potentiator P3; % fluorescence drop versus neutral controls; activity (quench increase), % at 7.58 µM; 350,000 tested, 0.36% active; AID 720511;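 active = mean added fluorescence quench of at least 8% versus neutral control, with both replicates also reaching 8%; inconclusive = only one of the mean or replicate conditions met; inactive = mean below 8% and not both replicates reaching 8%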;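 also: cells transiently co-express mutant CFTR-F508del with the halide-sensitive YFP; corrector assay measuring rescue of mutant channel to the surface after 24 h compound exposure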
miR122 inh: blocks miR-122 activity in Huh7 sensor cells. AID 602342. 340,000 tested, 0.3% active. Huh7 miR-122 Renilla luciferase sensor, 48 h; neutral wells = 0, positive control = 100. activation (reporter increase), % at 12.5 µM;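 active = mean replicate activation score at least 90 and every replicate individually at or above 90; inconclusive = only one of the two criteria met; inactive = neither criterion met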;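 also: higher luciferase means less miR-122 activity so hits act as miR-122 inhibitors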
Casp6 inh: inhibitors of human caspase-6 | P55212 | AID 686996 | 350,000 tested, 0.53% active | inhibition, % at 12.5 µM | purified caspase-6, Z-VEID-R110 cleavage fluorescence;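 active = mean inhibition across replicates at least about 35%, with every replicate also reaching that limit, limit read from the data; inconclusive = only one of the two criteria met; inactive = neither criterion met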;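 also: 0% = median of neutral control wells and 100% = no fluorescence left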
An asterisk follows results filed as active; ? = inconclusive; . = not tested or not shown; [ ] = remark or other dose.

SMILES	DENV2 CPE rescue	ERp5 block	SIRT5 inh	ERAP1 HTS inh	CFTR F508del cor	miR122 inh	Casp6 inh
CCCCc1ccc(NC(=O)CSc2nnc(CNC(=O)c3ccco3)o2)cc1	2	-1	-5	-6	-1.4	-4	2
COCCCNc1nc(N)c([N+](=O)[O-])c(N2CCCCCC2)n1	4	5	-2	-1	-0.3	.	1
CCCS(=O)(=O)n1nc(-c2ccc(Br)cc2)cc1N	-4	0	-2	-1	0.5	-2	-1
COc1ccccc1NC(=O)N1C[C@H]2[C@@H](c3ccccc31)[C@@H](CO)N2C(=O)c1ccccc1	.	-3	-1	2	-0.9	50[16.7 µM]	.
CCCC(=O)Nc1ccc2c(c1)OC[C@@H](C)N(CC1CCCC1)C[C@@H](C)[C@@H](OC)CN(C)C2=O	10	-1	-1	-2	1.9	4[16.7 µM]	-1
O/N=C(/c1ccc(Cl)cc1)C1CC1c1ccccc1 (stereo not drawn)	-8	2	0	0	-1.3	.	1
COc1ccc(S(=O)(=O)N(C)C[C@H]2OCCCC[C@@H](C)Oc3ccc(NS(=O)(=O)c4cccs4)cc3C(=O)N([C@@H](C)CO)C[C@H]2C)cc1	23*	-4	14	2	-1.5	-7[16.7 µM]	0
CC(=O)c1cccc(-c2ccnc3c2CC(C(=O)Nc2ccc(F)c(Cl)c2)O3)c1 (stereo not drawn)	-8	-11	8	-1	3.5	-2	1
CCCCNc1nc(=S)n(-c2ccccc2)c(C)c1C(C)=O	-5	2	-3	-1	4.4	0	-1
CN(c1cc2c(c3c1ccn3C)C1CCC2O1)C1CCCCC1 (stereo not drawn)	?	1	-3	.	3.7	-4	0
COCCN1C(=O)C(=O)/C(=C(/O)c2ccc(S(=O)(=O)N3CCOCC3)cc2)C1c1cccc(O)c1 (stereo not drawn)	-2	0	-9	4	1.4	4	2
COc1ccc(OCCOc2ccc(S(=O)(=O)N3CCCC3)cc2[N+](=O)[O-])cc1	-11	1	27*	-2	-2.8	1	0
Cn1c(=O)c2[nH]c(N3CCN(c4ccccc4)CC3)nc2n(C)c1=O	-2	1	-1	-3	-1.6	-7	-2
Cc1ccc(S(=O)(=O)N2CCC[C@H]2C(=O)NC2=NCCS2)cc1	2	-2	.	3	0.5	-1	4
CC(=O)c1cccc(-c2ccc(CN3C(CC(C)C)C(=O)N(Cc4cn(CC5CCCCC5)nn4)CCS3(=O)=O)cc2)c1 (stereo not drawn)	6	0	-4	-1	0.2	-10	-3
COCCNC(=O)c1cc2c(c(-c3cccc(C4=CCCC4)c3)n1)[C@@H](CCO)N([S@](=O)C(C)(C)C)C2	-8	-4	11	-4	2.3	.	2
CS(=O)(=O)c1ccc(-c2cccc(NC(=O)COc3ccccc3)c2)nn1	8	-1	-1	-1	-3.0	-1	3
COc1ccc(CNC(=O)CCS(=O)(=O)Cc2ccc(C)cc2)c(OC)c1	.	6	2	0	0.8	0	0
O=C(CNC(=O)c1ccccc1)N/N=C/c1ccccc1Cl	13	-6	-3	4	-0.8	.	-2
O=C(Cn1cnc2cc([N+](=O)[O-])ccc2c1=O)N(Cc1ccccc1)C1CCS(=O)(=O)C1 (stereo not drawn)	-2	-1	2	-3	3.2	.	1
COc1cc2c(cc1/C=C/C(=O)O)OC(C)C2 (stereo not drawn)	0	2	-31	-25	-0.9	-30	3
Cc1sc2nc(C(C)(C)C)oc(=O)c2c1C	-5	0	-1	-2	-1.1	-2	0
C[C@@H]1CN([C@H](C)CO)C(=O)c2cc(C#Cc3ccccc3F)cnc2O[C@H]1CN(C)C(=O)Cc1ccncc1	-12	-10	7	1	3.2	5[16.7 µM]	1
NS(=O)(=O)c1cccc(NC(=S)NCc2ccccc2)c1	-6	-4	-3	-2	4.3	.	3
S=C1NC[C@H](c2ccccc2)N1CCCCC1CCCCC1	?	0	0	-1	-3.4	35	-3
C[C@@H]1CCCCO[C@@H](CN(C)C(=O)Nc2ccc3c(c2)OCO3)[C@@H](C)CN([C@@H](C)CO)C(=O)c2cc(NC(=O)Nc3ccc4c(c3)OCO4)ccc2O1	-2	-1	.	1	1.3	.	2
c1ccc(N2CCN(c3nc4ccccc4[nH]3)CC2)nc1	-6	5	5	0	1.6	.	0
O=C(COC(=O)c1nc(Cl)c(Cl)c(Cl)c1Cl)NCc1ccccc1	19	-1	-2	-1	-2.1	0	3
CC1CCCN(C(=O)c2cccc(S(=O)(=O)NCc3ccccc3)c2)C1 (stereo not drawn)	-4	2	.	-9	2.5	15	0
O=C(NC(=O)c1ccncc1)NC(c1ccccc1)c1ccccc1	-4	8	0	0	-0.7	-8	0
Cc1ccc2cc(CCNC(=O)CCCc3ccccc3)c(=O)[nH]c2c1C	3	3	-7	2	-1.4	0	-3
CN1CCN(CC(=O)Nc2ccccc2Sc2ccccc2)CC1	.	-3	-1	-8	-3.8	.	-5
CC(NC(=O)CSc1ncccn1)c1ccccc1 (stereo not drawn)	.	-3	1	9	-8.3	.	0
Cc1ccc(C2=NOC3(CC(=O)N(c4ccc(C)cc4)C3=O)C2)cc1 (stereo not drawn)	-2	-6	-2	-4	-4.0	.	0
O=C(CC(F)(F)F)N1C[C@@H]2[C@H](c3ccccc31)[C@@H](CO)N2C(=O)Cc1cccnc1	1	-4	-5	1	-2.5	-25[16.7 µM]	0
Cc1cccc(NC(=O)CSc2nnnn2-c2ccc3c(c2)OCCO3)n1	.	-8	0	-3	-0.7	.	2
CCN(CC)C(=O)C(c1ccccc1)S(=O)(=O)N1CCOCC1 (stereo not drawn)	-2	-5	-4	1	2.5	0	-4
C[C@@H]1CN([C@H](C)CO)C(=O)c2cc(NS(C)(=O)=O)ccc2O[C@H]1CN(C)S(=O)(=O)c1cn(C)cn1	-3	0	-5	0	3.2	22[16.7 µM]	1
O=C(N/N=C/c1cccnc1)c1cc2ccccc2o1	2	-2	-1	0	-3.2	4	0
Cc1noc(C)c1NC(=O)Nc1ccc2c(c1)C(=O)N([C@H](C)CO)C[C@@H](C)[C@@H](CN(C)C(=O)Nc1ccc3c(c1)OCO3)O2	-5	5	3	1	1.0	7[16.7 µM]	-2
COC(=O)c1cccc(NC(=S)Nc2cccc(Cl)c2C)c1	-12	-4	-1	2	-1.3	.	3
CN(C)C(=O)C1C2NC(=S)N(c3ccccc3)C1(C)Oc1ccccc12 (stereo not drawn)	-8	0	0	-2	-1.7	.	-1
CCCC(=O)NCc1ccccc1Cl	1	3	-4	5	-5.9	-5	-3
O=C(CNC(=O)c1cccs1)Nc1cccc(S(=O)(=O)N2CCOCC2)c1	-1	-1	-2	-4	-1.0	1	1
C[C@@H]1CCCCO[C@@H](CN(C)C(=O)Nc2cccc3ccccc23)[C@@H](C)CN([C@@H](C)CO)C(=O)c2cc(NC(=O)Cc3ccccc3)ccc2O1	-2	-3	8	0	5.1	.	0
O=C1CN(S(=O)(=O)Cc2ccccc2)C[C@H]2[C@@H](c3ccc(C#Cc4cccnc4)cc3)[C@@H](CO)N12	-1	2	2	1	-0.6	.	0
CCOC(=O)C(CC1=CS(=O)(=O)c2ccc(Cl)cc21)(NC(C)=O)C(=O)OCC	?	-7	2	1	-2.0	-7	1
Cc1nc(CC(=O)c2ccc(O)c(C)c2O)cs1	-2	3	2	-1	-1.2	-3	-1
CC1CCCN(S(=O)(=O)c2ccc([N+](=O)[O-])cc2)C1 (stereo not drawn)	-9	1	-2	3	1.2	-2	-1
COc1ccc(NC(=O)CCC(=O)N2CCC(c3ccccc3)=N2)cc1S(=O)(=O)N1CCCCC1	19	-2	-1	-2	0.4	0	-7
COc1ccccc1NC(=O)c1cc2cc(Br)ccc2cc1O	3	-2	-7	0	-1.5	.	3
COC(=O)[C@@H]1CC(O)CN1C(=O)C12CC3CC(CC(C3)C1)C2 (stereo partly drawn)	9	2	-1	-3	-1.8	4	-1

An excerpt from above in order of molar mass, rising:
SMILES	DENV2 CPE rescue	ERp5 block	SIRT5 inh	ERAP1 HTS inh	CFTR F508del cor	miR122 inh	Casp6 inh
CCCC(=O)NCc1ccccc1Cl	1	3	-4	5	-5.9	-5	-3
Cc1nc(CC(=O)c2ccc(O)c(C)c2O)cs1	-2	3	2	-1	-1.2	-3	-1
CC1CCCN(S(=O)(=O)c2ccc([N+](=O)[O-])cc2)C1 (stereo not drawn)	-9	1	-2	3	1.2	-2	-1
COC(=O)c1cccc(NC(=S)Nc2cccc(Cl)c2C)c1	-12	-4	-1	2	-1.3	.	3
CCN(CC)C(=O)C(c1ccccc1)S(=O)(=O)N1CCOCC1 (stereo not drawn)	-2	-5	-4	1	2.5	0	-4
CN(C)C(=O)C1C2NC(=S)N(c3ccccc3)C1(C)Oc1ccccc12 (stereo not drawn)	-8	0	0	-2	-1.7	.	-1
O=C(CNC(=O)c1cccs1)Nc1cccc(S(=O)(=O)N2CCOCC2)c1	-1	-1	-2	-4	-1.0	1	1
CCOC(=O)C(CC1=CS(=O)(=O)c2ccc(Cl)cc21)(NC(C)=O)C(=O)OCC	?	-7	2	1	-2.0	-7	1
O=C1CN(S(=O)(=O)Cc2ccccc2)C[C@H]2[C@@H](c3ccc(C#Cc4cccnc4)cc3)[C@@H](CO)N12	-1	2	2	1	-0.6	.	0
COc1ccc(NC(=O)CCC(=O)N2CCC(c3ccccc3)=N2)cc1S(=O)(=O)N1CCCCC1	19	-2	-1	-2	0.4	0	-7
C[C@@H]1CN([C@H](C)CO)C(=O)c2cc(NS(C)(=O)=O)ccc2O[C@H]1CN(C)S(=O)(=O)c1cn(C)cn1	-3	0	-5	0	3.2	22[16.7 µM]	1
Cc1noc(C)c1NC(=O)Nc1ccc2c(c1)C(=O)N([C@H](C)CO)C[C@@H](C)[C@@H](CN(C)C(=O)Nc1ccc3c(c1)OCO3)O2	-5	5	3	1	1.0	7[16.7 µM]	-2
C[C@@H]1CCCCO[C@@H](CN(C)C(=O)Nc2cccc3ccccc23)[C@@H](C)CN([C@@H](C)CO)C(=O)c2cc(NC(=O)Cc3ccccc3)ccc2O1	-2	-3	8	0	5.1	.	0
